Screening data as filed in PubChem BioAssay.
TbREL1 primary = TbREL1 RNA ligase inhibitors, primary screen, biochemical, FRET fluorescence; actives 0.49% (n = 89,000); AID 1117264, 2014; inhibition, % at 9.66 µM; RNA-editing ligase 1, mitochondrial (Trypanosoma brucei brucei), P86926; TbREL1 RNA ligation;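 active = inhibition above the mean inhibition across all screened compounds plus 3 SD, cut at about 11% in these data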;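 note: 0% = plate median of test wells and 100% = NSC42067 control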
Target sequence (P86926 whole entry, looked up): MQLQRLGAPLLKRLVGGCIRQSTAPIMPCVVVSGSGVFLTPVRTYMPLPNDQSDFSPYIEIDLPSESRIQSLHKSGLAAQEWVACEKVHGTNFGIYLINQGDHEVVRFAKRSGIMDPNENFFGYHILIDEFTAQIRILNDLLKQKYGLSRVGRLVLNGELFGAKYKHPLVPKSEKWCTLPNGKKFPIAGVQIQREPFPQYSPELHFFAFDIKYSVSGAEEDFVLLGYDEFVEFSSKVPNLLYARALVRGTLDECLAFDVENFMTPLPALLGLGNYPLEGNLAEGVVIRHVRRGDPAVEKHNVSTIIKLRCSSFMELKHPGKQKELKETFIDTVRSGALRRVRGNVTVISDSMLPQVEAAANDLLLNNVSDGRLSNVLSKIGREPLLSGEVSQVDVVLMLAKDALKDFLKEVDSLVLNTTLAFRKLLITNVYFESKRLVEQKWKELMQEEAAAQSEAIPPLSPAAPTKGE
* hit, by the source's call. A portion of the library. The share of hits here may be higher or lower than overall.

Compound	TbREL1 primary
O=S(=O)(Cc1nnnn1-c1ccc(Br)cc1)c1ccc(F)cc1	4.8
Cc1ccc(-c2cc(N)n(Cc3ccc(Cl)cc3)n2)cc1	-3.2
Cc1sc(NC(=O)c2ccco2)c(CN2CCCCC2)c1C	-0.3
CCOc1ccc(NC(=O)COc2ccc(S(=O)(=O)N3CCCC3)cc2)cc1	1.3
COc1ccc(-n2c(SCC(=O)N3CCOCC3)nc3ccccc3c2=O)cc1	2.6
CC(=O)c1cc(F)ccc1OCC(=O)N1CCN(c2ccc(F)cc2)CC1	6.3
Cc1cccc(NC(=O)CSCC(=O)Nc2cccc3ncccc23)c1	-3.6
Cc1ccc(N(CC(=O)NC2CCC(C)CC2)S(=O)(=O)c2cccnc2)cc1 (stereo not drawn)	-1.1
O=C(O)CCC(=O)c1cccc2ccccc12	4.7
COc1ccc(CCNC(=O)C2CC(=O)N(CCc3ccc(C)cc3)C2)cc1OC (stereo not drawn)	0.5
O=C(NCc1ccccn1)C1CCCN(S(=O)(=O)c2ccc(Br)cc2)C1 (stereo not drawn)	2.7
O=P(c1ccccc1)(c1ccccc1)c1cnc2ccccn12	8.1
COc1cccc(C2NC(=S)N(Cc3ccccc3)C(C)=C2C(C)=O)c1 (stereo not drawn)	-3.3
CCOc1cc(/C=C2/SC(=S)N(CC3CCCO3)C2=O)ccc1O (stereo not drawn)	-5.9
c1ccc(-c2nnc(SCC3CCCCO3)nc2-c2ccccc2)cc1 (stereo not drawn)	2.0
Cc1cc(Nc2cc(C(=O)O)ccc2C)n2ncnc2n1	0.0
O=C1NC2(CCCCC2)C(=O)N1/N=C/c1ccc(O)cc1O	6.2
CCc1cccc2c1NC(=O)C2(O)N1CCCC(C)C1 (stereo not drawn)	-0.6
Cc1ccc(NC(=O)CNC(=O)c2ccc(Br)o2)nc1	-0.8
N#Cc1ccc(NC(=O)c2sc3cc(C(F)(F)F)cnc3c2-c2cccs2)cc1	-1.1
COc1ccc(NC(=S)N(Cc2ccc(Cl)cc2)Cc2ccc(C(=O)O)cc2)cc1Cl	-7.4
Nn1cnn(Cc2ccccc2)c1=S	1.0
COc1ccc(O)c(C(=O)c2cnc3c(c2)c(=O)[nH]c(=O)n3C)c1	0.5
CN(C)S(=O)(=O)c1cccc(NC(=O)CNCC2CCCCC2)c1	1.9
Cc1ccc(SCC(=O)Nc2ccc3c(c2)OCCO3)cc1	4.2
COc1ccc(Cl)cc1C(=O)NNC(=O)c1nn(C)c(=O)c2ccccc12	6.2
CCc1ccc(C2C(C(C)=O)=C(C(=O)OC)Nc3nnnn32)cc1 (stereo not drawn)	-4.0
Cc1ccc(-c2nnc(N3CCN(c4ccccn4)CC3)c3ccccc23)cc1	-2.5
CN(Cc1nc2ccccc2n1C)C(=O)c1ccco1	-0.8
CC(C)NC(=O)C1(C)CCCN1C/C=C/c1ccccc1 (stereo not drawn)	-1.7
CC(C)C[C@H]1CNC(=S)N1CC1CCCN1C[C@H](CC(C)C)N1C[C@H](CC(C)C)N(CCc2ccccc2)C1=S (stereo partly drawn)	-5.8
CCN(CC(=O)NCc1ccc(F)cc1)C(=O)CN1CCN(c2ccccc2OC)CC1	-5.4
C(=N\N1CCN(Cc2cccc3ccccc23)CC1)/c1cccs1	-2.8
Cc1ccc(/C([O-])=C(/C(=S)NCc2ccccc2)[n+]2cccc(CO)c2)cc1[N+](=O)[O-]	0.4
CC(C)Oc1ccc(CCC(=O)NNC(=S)Nc2ccccc2)cc1	-8.2
COc1cccc(COc2ccc3c(C)c(Cc4ccccc4)c(=O)oc3c2)c1	-0.7
COc1ccc(CCNC(=O)CCOc2ccc(C(C)(C)C)cc2)cc1OC	0.7
COc1ccccc1N1CC(C(=O)NCC2COc3ccccc3O2)CC1=O (stereo not drawn)	-1.8
COc1cc(C(=O)N[C@H](C(=O)NC(C)C23CC4CC(CC(C4)C2)C3)C(C)C)cc(OC)c1OC (stereo partly drawn)	3.5
COc1ccc(Cn2cc(CN3CC(N4CCN(CCN(C)C)CC4)CS3(=O)=O)nn2)cc1 (stereo not drawn)	0.6
Cc1ccc2nc3c(cc(S(=O)(=O)c4ccccc4)c(=N)n3C3CCCC3)c(=O)n2c1	1.7
COc1ncccc1C(=O)NC1CCCc2c1cnn2-c1cc(C)cc(C)c1 (stereo not drawn)	-1.2
O=C(CN1c2cccc3cccc(c23)S1(=O)=O)Nc1ccccc1Br	0.6
CCN1C(=O)N[C@@H](c2ccco2)C(C(C)=O)=C1C	-2.2
CCN(CC)C(=O)CSc1nnc(-c2cccnc2)n1Cc1ccccc1	5.5
COCCN=C1Sc2nc3cc(C)c(C)cc3cc2CN1Cc1cccs1	8.0
Cc1ccc(Nc2nnns2)cc1C	-4.8
O=C(O)C1CCCN1C1=NS(=O)(=O)c2ccccc21 (stereo not drawn)	2.1
COc1cc(NS(=O)(=O)c2ccc(NC(=O)NC3CCCCC3)cc2)nc(OC)n1	-1.9
O=C(Nc1ccn(Cc2ccccc2F)n1)c1ccc(COc2cccc(Br)c2)cc1	3.9

The results go on.
Compound	TbREL1 primary
CCOc1ccccc1OCC(=O)Nc1cc2c(cc1C(=O)O)OCCCO2	-1.6
CC1CCN(C(=O)COC(=O)CCCN2C(=O)c3cccc4cccc(c34)C2=O)CC1	-3.6
O=C1CC(c2cccc(Cl)c2)Cc2nc(N3CCOCC3)ncc21 (stereo not drawn)	3.4
N#C/C(=C\c1cccc(Br)c1)C(=O)N1CCCCC1	0.6
COc1cc(C2C3=C(CCCC3=O)Nc3[nH]n(-c4ccccc4)c(=O)c32)ccc1OC(C)=O (stereo not drawn)	-6.5
Cc1ccc2[nH]c3c(Cl)ncnc3c2c1	2.1
COc1ccc(N2C(=O)CCC2(C#N)c2ccc(Br)cc2)cc1 (stereo not drawn)	-1.1
O=C(CSc1nnc(-c2ccncc2)n1Cc1ccco1)Nc1cccc(O)c1	5.2
Cc1ccc(Cn2nc(C)c(/C=N/NC(=O)c3cccnc3)c2C)cc1	0.8
O=C(CN(c1ccc(F)cc1)S(=O)(=O)c1ccc2c(c1)OCCO2)Nc1ccccc1	4.3

In the list so far, these have a cyano group.
Compound	TbREL1 primary
N#Cc1ccc(NC(=O)c2sc3cc(C(F)(F)F)cnc3c2-c2cccs2)cc1	-1.1
N#C/C(=C\c1cccc(Br)c1)C(=O)N1CCCCC1	0.6
COc1ccc(N2C(=O)CCC2(C#N)c2ccc(Br)cc2)cc1 (stereo not drawn)	-1.1

Next compounds.
Compound	TbREL1 primary
CCCCc1nnc2c(N(C)S(=O)(=O)c3ccc(C)cc3)nc3ccccc3n12	-1.6
O=C(CSc1nc2[nH]c(=O)cc(O)c2s1)Nc1cc(Cl)cc(Cl)c1	2.8
COc1ccccc1C1CC(=O)Oc2cc(O)ccc21 (stereo not drawn)	3.0
O=C(Cn1cnc2sc(-c3ccccc3)cc2c1=O)NCc1ccccc1	1.2
Cc1sc2ncn(CC(=O)Nc3ccccc3F)c(=O)c2c1-c1ccccc1	-1.9
CCOc1cc(NC(=S)NCCCN2CCOCC2)c(OCC)cc1NC(=O)c1cccs1	0.2
COc1ccc(C(CCN2CCN(c3ccccc3)CC2)c2c(OC)cc(OC)c3c(-c4ccccc4)cc(=O)oc23)cc1 (stereo not drawn)	1.6
Nc1ccc2nc(COc3ccccc3)[nH]c2c1	1.9
CCOc1ccc(-c2cc(C(=O)N/N=C(\C)c3cccnc3)c3ccccc3n2)c(OCC)c1	5.3
c1ccc2c(CCN3CCNC[C@H]3Cc3cccc4ccccc34)cccc2c1	5.7
FC(F)Oc1ccc(NC(=S)NNc2ccnc3cc(Cl)ccc23)cc1	-1.5
CC(C)Nc1nnc(SC(C)C(=O)N(C)C2CCCCC2)s1 (stereo not drawn)	2.3
COCCN(C(=O)COC(=O)CCOc1cc(C)ccc1C)c1c(N)n(Cc2ccccc2)c(=O)[nH]c1=O	-1.6
CC(C)C[C@@H](CN1CCC[C@@H]1CN1C(=S)NC[C@@H]1Cc1ccc(O)cc1)N1C[C@H](Cc2ccc(O)cc2)N(CCc2ccccc2)C1=S	-1.1
CCN(CC)CCNC(=O)Cc1nn(Cc2ccccc2)c(=O)c2ccccc12	1.1
C=Cc1ccc(Cn2c(C)c(C(=O)NCCC#N)sc2=O)cc1	-3.9
CCOc1ccc(S(=O)(=O)N2CCC(C(N)=O)CC2)c2ccccc12	0.0
COc1ccccc1CNC(=O)CNC(=O)Cn1cnc2ccccc2c1=O	-1.4
O=C(NC(CO)C(=O)OCc1ccccc1)OCc1ccccc1 (stereo not drawn)	7.5
Cc1cccc(Nc2nc(N)c([N+](=O)[O-])c(N3CC(C)CC(C)C3)n2)c1 (stereo not drawn)	4.9
CC(C)CN(C(=O)COC(=O)c1ccc2c(c1)NC(=O)CS2)C1CCS(=O)(=O)C1 (stereo not drawn)	-1.0
Cc1cc(C)n(CCOC(=O)c2sc3ccccc3c2Cl)n1	10.6
CC1(C)Cc2nc3sc4c(=O)n(Cc5ccccc5)cnc4c3cc2CS1	0.4
CC(C)CC(NC(=O)C1CCC(=O)N1C(=O)OCc1ccccc1)C(=O)NC(Cc1ccccc1)C(N)=O (stereo not drawn)	1.0
CCN(Cc1ccccc1)S(=O)(=O)c1cc(C(=O)NCC2CCCCC2)ccc1OC	-0.6
O=C(CN1C(=O)NC2(CCCC2)C1=O)N1CCN(c2cccc(C(F)(F)F)c2)CC1	-0.3
CCOc1ccc(C(=O)OCC(=O)Nc2cc(S(=O)(=O)N3CCOCC3)ccc2N2CCOCC2)cc1	0.9
Cc1nc(-c2ccc(Cl)cc2)sc1C1(C)CC(c2ccc(Cl)cc2)=NO1 (stereo not drawn)	1.6
Cn1c(NCc2ccccc2)nc2cc(-c3ccccc3)sc2c1=O	-1.0
COc1ccccc1-n1c(SCC(=O)Nc2cccc(C(=O)O)c2)nnc1-c1ccccc1C	-0.7
O=C(NN(Cc1ccccc1)Cc1ccccc1)c1ccccc1	-0.3
Cc1cc(NC(=O)c2ccc(NS(=O)(=O)c3ccc(F)cc3)cc2)no1	2.7
Nc1nc2ccc(Cl)cc2cc1C(=O)NCc1ccccc1Br	0.4
Cc1cc(=O)[nH]c(Nc2cccc(F)c2)n1	1.2
O=C(CC1CC2CCC1C2)N1CCN(S(=O)(=O)c2ccccc2C(F)(F)F)CC1 (stereo not drawn)	-2.0
CCN1CCN(c2cc(C(C)C)nc3c(-c4ccccc4)c(C)nn23)CC1	-6.2
COc1ccc(C(CC(=O)O)NC(=O)c2ccccc2[N+](=O)[O-])cc1 (stereo not drawn)	4.8
C=CCn1c(COc2ccccc2)nnc1SCC(=O)N/N=C/c1cc(Cl)ccc1O	1.9
CC(C)(C)N(Cc1cc2ccccc2[nH]c1=O)C(=O)c1ccco1	10.9
Cc1ccc(C(=O)COC(=O)CNC(=O)CNC(=O)c2ccc(C)cc2)cc1	-1.0

Given as labelled records: entries from further up
compound: CCOc1cc(NC(=S)NCCCN2CCOCC2)c(OCC)cc1NC(=O)c1cccs1
  TbREL1 primary: 0.2
compound: COc1ccc(C(CCN2CCN(c3ccccc3)CC2)c2c(OC)cc(OC)c3c(-c4ccccc4)cc(=O)oc23)cc1 (stereo not drawn)
  TbREL1 primary: 1.6

(list continues)
Compound	TbREL1 primary
Cc1ccc(-n2c(N)c(C(=O)Nc3ccccc3F)sc2=S)cc1C	-5.4
Oc1ccc(Cl)cc1-c1cc(-c2ccco2)[nH]n1	1.9
CCOCC(=O)Nc1nnc(COCC)s1	0.0
COc1cc(S(=O)(=O)N2CCC(N3CCCCC3)CC2)ccc1-n1cnnn1	-3.1
CCC(C)(C)C1CCC2(CC1)NC(=O)N(CC(=O)N1CCN(c3ccccc3OC)CC1)C2=O (stereo not drawn)	-1.6
CCOc1ccc(C2C([N+](=O)[O-])=C(C)N(C)C(=O)N2C)cc1OC (stereo not drawn)	-2.1
COc1ccc(NS(=O)(=O)c2ccc(O)c(C(=O)OCC(=O)Nc3ccc4c(c3)OCCO4)c2)cc1	-1.5
COc1cc([N+](=O)[O-])cc(/C=N/NC(=O)Cn2cncn2)c1O	7.8
O=C(COC(=O)[C@H](Cc1ccccc1)NC(=O)c1cccs1)Nc1c(Cl)cccc1Cl	-4.5
c1ccc(-n2c(SCc3cccc4ccccc34)nnc2-c2ccccn2)cc1	4.4
CCCc1nnc(NC(=O)Cn2c(=O)sc3ccccc32)s1	3.7
Cc1cccc(C)c1-n1nnnc1C1c2ccccc2C(=O)N1C1CC1 (stereo not drawn)	-0.1
COc1ccc(-n2c(SCC(=O)Nc3ccc(S(=O)(=O)Nc4cc(C)nc(C)n4)cc3)nnc2-c2ccco2)cc1	4.0
CC1CC(CC(C)C(=O)Nc2nncs2)C(=O)O1 (stereo not drawn)	-1.3
COc1ccc(C(C(=O)NC2CCCCC2)N(Cc2cccnc2)C(=O)c2snc(C(N)=O)c2N)cc1 (stereo not drawn)	2.2
Cc1cccc(C(=O)NCC(=O)OCC(=O)N(C)CC(=O)Nc2ccccc2Cl)c1	1.6
CCn1c(NN)nc2sc3c(c2c1=O)CCC3	-3.5
CC(=O)c1cccc(NC(=O)C2CCCCC2)c1	0.8
Cc1ccc2nc(NC(=O)COC(=O)CSc3nc(C)cc(C)n3)sc2c1	8.2
COc1cc(OC)c(OC)cc1CN1CCCC(C(=O)c2ccccc2SC)C1 (stereo not drawn)	-1.4
O=C(OCc1c(-c2ccccc2)ncc2ccccc12)c1ccc(C(F)(F)F)cc1	3.1
Cc1ccc(-c2nc(CS(=O)(=O)CC(=O)N3CCN(C)CC3)c(C)o2)cc1	-1.5
O=C(C1CC1)N1CCc2cc(Br)cc(S(=O)(=O)NCc3ccc4c(c3)OCO4)c21	-1.6

Taken from above:
COc1ccc(-n2c(SCC(=O)Nc3ccc(S(=O)(=O)Nc4cc(C)nc(C)n4)cc3)nnc2-c2ccco2)cc1 in TbREL1 primary has 4.0
CC1CC(CC(C)C(=O)Nc2nncs2)C(=O)O1 (stereo not drawn) in TbREL1 primary has -1.3
